High-throughput results deposited in PubChem by Augusta University.
HT1080 EIF4E-luc2: inhibitors of EIF4E gene expression, primary screen, cell-based, HT1080, luciferase reporter (AID 1224817). 2,000 tested, 1% active. HT1080 EIF4E-luc2 knock-in reporter, luciferase, 16 h; hits give low values. log2 luciferase activity ratio at 2.5 µM;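 active = log2 luciferase ratio at or below -0.5849, meaning signal at two thirds of solvent-only control or lower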;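 also: luciferase reports endogenous eIF4E expression since it is co-expressed from the native EIF4E locus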
Numbers without * were called inactive. This is a subset; count on the stated rates, not on these rows.

Start of the listing, in advance, 3 compounds:
Structure | HT1080 EIF4E-luc2
CC1=NN(C(=O)c2ccncc2)C(=O)C1N=Nc1ccc2ccccc2c1 (configuration not stated) | 0.73
Cc1cc2ccccc2c[n+]1CC(O)C[n+]1cc2ccccc2cc1C | -0.04
O=c1oc2ccccc2c(O)c1/C=N\c1nc(-c2ccc(O)c(O)c2)cs1 | 0.02

Results (from the top)
Structure | HT1080 EIF4E-luc2
CC1=NN(C(=O)c2ccncc2)C(=O)C1N=Nc1ccc2ccccc2c1 (configuration not stated) | 0.73
Cc1cc2ccccc2c[n+]1CC(O)C[n+]1cc2ccccc2cc1C | -0.04
O=c1oc2ccccc2c(O)c1/C=N\c1nc(-c2ccc(O)c(O)c2)cs1 | 0.02
c1ccc(CCN2CCN=C2Cc2ccccc2)cc1 | 0.046
CC(CCN)(CCN)[N+](=O)[O-] | -0.022
CC(=O)C(C)CCOC1(C)OCCC1C (configuration not stated) | -0.25
CC(C)CCNc1ncnc2[nH]ncc12 | -0.24
C/C=C(\C)C(=O)OC1CC(OC(C)=O)C2(C(=O)OC)COC3C2C1(C)C1C2(C(=O)OC)OCC1(C3O)C1(O)C3CC(C4(O)C=COC4O3)C1(C)O2 (configuration not stated) | -0.2
O=C(O)c1cc(Cl)cc(Cc2cc(Cl)cc(C(=O)O)c2O)c1O | 0.18
O=C(O)CC(CC(=O)O)C(=O)O | -0.4
c1cc2c(cc1C(N1CCNCC1)N1CCNCC1)OCO2 | -0.23
C[N+]1(CCN=C=NC2CCCCC2)CCOCC1 | -0.0093
CC(=O)Nc1ccc(S(=O)(=O)N=S(C)C)cc1 | 0.081
O=C(O)/C=C/c1c2ccc(=O)c(O)c-2oc2c(O)c(O)ccc12 | 0.085
O=C1NC(=O)C(Cc2ccccc2)(c2cccnc2)N1 (configuration not stated) | 0.0014
CC(CCC(=O)O)C(=O)O (configuration not stated) | 0.021
NCCSS(=O)(=O)CCN | -0.18
Cc1ccc(-[n+]2cc([O-])on2)cc1 | 0.08
N#CC(C#N)=NNc1ccc2cn[nH]c2c1 | -0.097
Cc1ccc(Nc2nnc(-c3ccc4c(c3)OCO4)o2)c(C)c1 | 0.65

2 entries picked at random from those above, as already listed:
Structure | HT1080 EIF4E-luc2
O=c1oc2ccccc2c(O)c1/C=N\c1nc(-c2ccc(O)c(O)c2)cs1 | 0.02
Cc1ccc(Nc2nnc(-c3ccc4c(c3)OCO4)o2)c(C)c1 | 0.65

Later entries:
Structure | HT1080 EIF4E-luc2
O=C(O)c1cc(=O)[nH]c(=S)[nH]1 | 0.24
O=C(O)c1nnsc1-c1csnn1 | -0.0043
Cn1c(=O)c2[nH]c(CCCCc3nc4ccccc4[nH]3)nc2n(C)c1=O | 0.063
C[N+](C)(C)c1ncnc2c1ncn2C1CC(O)C(CO)O1 (configuration not stated) | -0.23
Nc1ccc(S(=O)(=O)Nc2cnc3ccccc3n2)cc1 | -0.043
O=C1CCC(c2ccccc2)=NN1c1nc2ccccc2s1 | 0.31
CN(C)CCCN1c2ccc3ccccc3c2Sc2cccc(Cl)c21 | 0.007
O=C(O)C1CCCCC1c1c2ccc(=O)c(O)c-2oc2c(O)c(O)ccc12 (configuration not stated) | 0.2
Cc1ccc(-c2nc(-c3nccc4ccccc34)oc2-c2ccccc2)cc1 | 0.17
O=C1c2ccccc2C(=O)N1CC1(C(=O)O)NCCS1(=O)=O (configuration not stated) | 0.057
COc1cccc2c1C(CO)N1C(C#N)C3CC(C(=O)O)C(C1C2)N3C (configuration not stated) | -1.6*
Cn1c(N)c(N=Nc2ccc(S(N)(=O)=O)cc2)c(=O)n(C)c1=O | 0.044
O=C(O)CCC(=O)c1ccc2sc3ccccc3c2c1 | 0.23
COc1ccc(N(CC(=O)O)N=O)cc1 | -0.023
CN(C)CC1CCCC(CN(C)C)C1=O (configuration not stated) | -0.02
O=C(O)CSc1nc2ccccc2[nH]1 | 0.0096
NC(CSSCC(N)C(=O)O)C(=O)O (configuration not stated) | 0.038
Nc1nc(-c2ccccc2)c(CC(=O)O)s1 | 0.055
O=C(O)c1nn(-c2ccccc2-c2n[nH]c(=O)[nH]c2=O)c(=O)[nH]c1=O | 0.38
Cc1ccc(C2=C(Cl)C(=O)C(c3ccc(C)cc3)=C(Cl)C2=O)cc1 | -0.13
O=S(=O)(O)c1cc(S(=O)(=O)O)c2c(N=Nc3cccc4ccccc34)c(O)ccc2c1 | 0.013
O=C1C=C(N2CCN(c3ccccn3)CC2)C(=O)c2c(O)ccc(O)c21 | -0.12
CC(C)CCC[C@@H](C)[C@H]1CC[C@H]2[C@@H]3CC[C@H]4C[C@H](N)CC[C@]4(C)[C@H]3CC[C@]12C | 0.072
CC(C)CSCC1OC(n2cnc3c(N)nccc32)C(O)C1O (configuration not stated) | 0.28
Cn1c(=S)c2[nH]c(SCCN3C(=O)c4ccccc4C3=O)nc2n(C)c1=O | -0.042
COC(=O)C1OC(SCCN)C(O)C(O)C1O (configuration not stated) | 0.25
Cn1c(=O)c2[nH]c(CSCc3ccccc3)nc2n(C)c1=O | 0.0068
CCOc1ccccc1/C=C(/C#N)C(N)=O | -0.36
NCC1OC(n2cnc3c(=O)[nH]c(N)nc32)C(O)C1O (configuration not stated) | -0.0013
CCN1CCC(O)(C(C(=O)O)c2ccccc2)CC1 (configuration not stated) | -0.059
Cc1ccc(S(=O)(=O)NC(C(=O)O)C(C)C)cc1 (configuration not stated) | 0.014
O=C(O)COc1c(Cl)cc(Cl)c2cccnc12 | -0.2
N#CC1(Nc2ccc(-c3ccc(NC4(C#N)CCCC4)cc3)cc2)CCCC1 | -0.068
O=C(O)CCC(=O)c1ccc[nH]1 | -0.36
O=C(O)/C=C/C(=O)Nc1ncn[nH]1 | -0.15
C(=Nc1ccc2c(c1)Cc1ccccc1-2)c1ccccn1 | 0.66
Nc1ccc(-c2ccc(Nc3cc(S(=O)(=O)O)c(N)c4c3C(=O)c3ccccc3C4=O)cc2)c(S(=O)(=O)O)c1 | 0.3
Nc1nc(-c2ccccc2)c(-c2ccccc2)c(-c2nc(N)nc(-c3ccccc3)c2-c2ccccc2)n1 | 0.3
O=C(CSC1=NCCN1)Nc1ccccc1 | -0.0066
Oc1cccnc1CN1CCCCC1 | -0.63*

Brought forward from above: 2 compounds; new compounds follow.
Structure | HT1080 EIF4E-luc2
O=C(CSC1=NCCN1)Nc1ccccc1 | -0.0066
Oc1cccnc1CN1CCCCC1 | -0.63*
OC1(C(O)(c2ccc(-c3ccccc3)cc2)c2ccc(-c3ccccc3)cc2)CCCCC1 | 0.14
Nc1nc(SC/C=C/c2ccccc2)c2[nH]cnc2n1 | 0.32
O=C(O)C1C2CCC(O2)C1C(=O)NCc1cccnc1 (configuration not stated) | -0.33
C=C1C(=O)OC2C1C(OC(=O)/C(C)=C/C)CC(O)(CCl)C1C(OC(C)=O)C=C(C)C21O (configuration not stated) | -1.1*

A few values from the entries so far:
C=C1C(=O)OC2C1C(OC(=O)/C(C)=C/C)CC(O)(CCl)C1C(OC(C)=O)C=C(C)C21O (configuration not stated) in HT1080 EIF4E-luc2 is listed with -1.1*
Nc1nc(SC/C=C/c2ccccc2)c2[nH]cnc2n1 in HT1080 EIF4E-luc2 is listed with 0.32
OC1(C(O)(c2ccc(-c3ccccc3)cc2)c2ccc(-c3ccccc3)cc2)CCCCC1 in HT1080 EIF4E-luc2 is listed with 0.14
